# PfHsp40 rescue: restores yeast growth despite PfHsp40 toxicity. growth rescue, % at 12.5 µM. 0.68% of 340,000 active. S. cerevisiae expressing PfHsp40, growth rescue, ATP luminescence; in the data active = growth rescue above about 28%, passing the limit was not always enough; inconclusive = no clear call, values can overlap the other calls;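 note: yeast W303a lacking pdr1 and pdr3 grown in galactose medium; growth measured after three days at 30 °C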
# Mtb BioA inh: blocks M. tuberculosis BioA enzyme activity. purified M. tuberculosis BioA enzyme, plate reader. inhibition, % at 9.99 µM. 0.096% of 360,000 active; in the data active = inhibition above about 40%; inconclusive = no clear call, values can overlap the other calls
# Anthrax LF prot: blocks Bacillus anthracis lethal factor protease; 0.12% of 360,000 active; inhibition, % at 10 µM; P15917; multiplex microsphere protease cleavage assay, LF; note: plate controls were buffer without enzyme for full effect and enzyme alone for no effect
# Target sequence (P15917 whole entry, looked up): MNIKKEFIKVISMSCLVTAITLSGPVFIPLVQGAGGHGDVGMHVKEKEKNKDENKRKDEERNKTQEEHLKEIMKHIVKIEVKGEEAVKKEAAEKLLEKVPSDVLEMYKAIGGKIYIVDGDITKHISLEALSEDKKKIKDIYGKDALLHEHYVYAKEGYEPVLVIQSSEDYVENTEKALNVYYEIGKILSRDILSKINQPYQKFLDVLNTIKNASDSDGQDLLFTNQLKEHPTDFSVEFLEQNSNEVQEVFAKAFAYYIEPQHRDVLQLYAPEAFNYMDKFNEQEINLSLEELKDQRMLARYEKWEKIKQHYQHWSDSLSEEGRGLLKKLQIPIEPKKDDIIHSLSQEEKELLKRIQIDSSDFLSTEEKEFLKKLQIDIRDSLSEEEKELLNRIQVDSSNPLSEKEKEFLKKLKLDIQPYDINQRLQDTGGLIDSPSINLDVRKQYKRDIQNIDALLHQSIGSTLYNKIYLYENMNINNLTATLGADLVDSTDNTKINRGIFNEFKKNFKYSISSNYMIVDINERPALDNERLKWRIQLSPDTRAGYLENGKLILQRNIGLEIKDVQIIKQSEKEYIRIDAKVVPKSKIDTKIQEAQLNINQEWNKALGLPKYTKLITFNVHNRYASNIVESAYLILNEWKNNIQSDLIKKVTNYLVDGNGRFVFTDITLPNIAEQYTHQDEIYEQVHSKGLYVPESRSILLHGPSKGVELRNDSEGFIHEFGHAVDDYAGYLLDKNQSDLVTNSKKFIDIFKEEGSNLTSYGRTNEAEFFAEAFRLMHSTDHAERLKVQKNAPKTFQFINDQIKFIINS
# FBA Mtb inh: Mtb fructose-bisphosphate aldolase inhibition. 2.3% of 360,000 active. purified M. tuberculosis FBA, fluorescence read-out. AID 588726. inhibition, % at 1 µM; in the data active = inhibition above about 27%;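 note: 0% = vehicle and 100% = reference inhibitor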
# BoNT-F LC inh: blocks Botulinum neurotoxin F light chain protease; Multiplex microsphere protease cleavage assay, flow cytometry; inhibition, % at 10 µM; 0.22% of 360,000 active; AID 588497; in the data active = inhibition above about 35%, passing the limit was not always enough; inconclusive = no clear call, values can overlap the other calls; note: plate controls were buffer without enzyme for full effect and enzyme alone for no effect
# FadD28 binding: blocks FadD28 binding to the bisubstrate probe. fluorescence polarization. inhibition, % at 12.5 µM. 0.22% of 360,000 active; in the data active = inhibition above about 8.5%, passing the limit was not always enough; inconclusive = no clear call, values can overlap the other calls
# UGM FP inh: blocks M. tuberculosis UGM enzyme | P9WIQ1 | purified UGM, fluorescence polarization probe displacement | inhibition, % at 10 µM | 0.06% of 320,000 active | AID 504406; in the data active = inhibition above about 10%, passing the limit was not always enough; inconclusive = no clear call, values can overlap the other calls
# BoNT-A LC inh2: inhibitors of Botulinum neurotoxin A light chain protease. multiplex microsphere protease substrate cleavage, flow cytometry. inhibition, % at 10 µM. 0.17% of 360,000 active; note: plate controls were buffer without enzyme for full effect and enzyme alone for no effect
# GDH-TPI inh: GDH-TPI coupled enzyme inhibition counter-screen. GDH-TPI coupled enzyme counterscreen, NADH absorbance. AID 588335. inhibition, % at 4.8 µM. 1.2% of 360,000 active; in the data active = inhibition above about 30%;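 note: 0% = DMSO wells and 100% = wells lacking the enzyme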
# Numbers without * were called inactive; ? = inconclusive; . = no result given; & = joins results of further samples. Cut-off read from the data, not from the text of the source, unless noted: active = inhibition above about 30%; inconclusive = no clear call, values can overlap the other calls; inactive = below that. This is a random part of the collection, and some 4.7% of all compounds hit somewhere here.
SMILES,PfHsp40 rescue,Mtb BioA inh,Anthrax LF prot,FBA Mtb inh,BoNT-F LC inh,FadD28 binding,UGM FP inh,BoNT-A LC inh2,GDH-TPI inh
O=C(CP(=O)(c1ccccc1)c1ccccc1)N/N=C/c1cc(Br)cc(Br)c1O,17,.,-2,1,9,1.7,0.4,3.1,6
CCSc1cc(C2C(C#N)=C(N)OC(C)=C2C(=O)OC)c(C)o1 (configuration not stated),-0.7,-0.4,2,1,6,-0.9,-0.1,0.6,9
C[C@H]1C=C(C(=O)NCc2nc3ccccc3[nH]2)O[C@@H](OCc2ccc(CO)cc2)C1,-0.3,3.1&0.8,5,0,-4,-0.3,-3.1,0.6,12
COc1cc(NC(=O)CN2C(=O)c3ccccc3C2=O)c(C(=O)O)cc1OC,0.5,-1.6,0,-1,1,-2.2,-1.0,0.0,0
COC(=O)c1cc(NC(=O)c2c(C)noc2C)ccc1N1CCOCC1,-0.6,-0.5,-3,-3,8,-4.7,-3.4,0.6,0
COc1ccc(CNC(=O)CCC(=O)N2C[C@H]3C[C@H](C2)c2cccc(=O)n2C3)cc1,0.1,1.7,-1,2,2,-1.4,1.3,0.0,1
COCCn1c(=O)[nH]c(=O)c2cc(C(=O)c3cc(OC)ccc3O)cnc21,-1.7,0.7,-3,-5,-6,-3.7,-1.1,-0.8,-5
Cc1cc[n+](CC(=O)c2ccc(NC(=O)c3ccccc3)cc2)cc1,16,.,-7,-1,0,-1.9,-0.5,1.3,1
CC1CCC/C(=C\Nc2ccc(C(=O)O)cc2)C1=O (configuration not stated),2.4,.,-4,-1,0,-3.3,4.4,-1.3,12
COc1ccc(CN=C2NC(=O)CC(C(=O)Nc3ccc(F)cc3)S2)cc1 (configuration not stated),-0.5,0.3,1,2,4,0.8,-1.1,0.1,0

# A portion taken from the entries so far, for reference:
SMILES,PfHsp40 rescue,Mtb BioA inh,Anthrax LF prot,FBA Mtb inh,BoNT-F LC inh,FadD28 binding,UGM FP inh,BoNT-A LC inh2,GDH-TPI inh
O=C(CP(=O)(c1ccccc1)c1ccccc1)N/N=C/c1cc(Br)cc(Br)c1O,17,.,-2,1,9,1.7,0.4,3.1,6
CCSc1cc(C2C(C#N)=C(N)OC(C)=C2C(=O)OC)c(C)o1 (configuration not stated),-0.7,-0.4,2,1,6,-0.9,-0.1,0.6,9
C[C@H]1C=C(C(=O)NCc2nc3ccccc3[nH]2)O[C@@H](OCc2ccc(CO)cc2)C1,-0.3,3.1&0.8,5,0,-4,-0.3,-3.1,0.6,12

# 4 entries from above, bar-delimited:
SMILES | PfHsp40 rescue | Mtb BioA inh | Anthrax LF prot | FBA Mtb inh | BoNT-F LC inh | FadD28 binding | UGM FP inh | BoNT-A LC inh2 | GDH-TPI inh
COc1ccc(CNC(=O)CCC(=O)N2C[C@H]3C[C@H](C2)c2cccc(=O)n2C3)cc1 | 0.1 | 1.7 | -1 | 2 | 2 | -1.4 | 1.3 | 0.0 | 1
CC1CCC/C(=C\Nc2ccc(C(=O)O)cc2)C1=O (configuration not stated) | 2.4 | . | -4 | -1 | 0 | -3.3 | 4.4 | -1.3 | 12
COc1ccc(CN=C2NC(=O)CC(C(=O)Nc3ccc(F)cc3)S2)cc1 (configuration not stated) | -0.5 | 0.3 | 1 | 2 | 4 | 0.8 | -1.1 | 0.1 | 0
O=C(CP(=O)(c1ccccc1)c1ccccc1)N/N=C/c1cc(Br)cc(Br)c1O | 17 | . | -2 | 1 | 9 | 1.7 | 0.4 | 3.1 | 6

# The listing continues.
SMILES,PfHsp40 rescue,Mtb BioA inh,Anthrax LF prot,FBA Mtb inh,BoNT-F LC inh,FadD28 binding,UGM FP inh,BoNT-A LC inh2,GDH-TPI inh
CN(C)C(Cc1ccc(Cl)cc1)C(=O)c1ccccc1 (configuration not stated),-0.6,.,-2,-5,-1,-2.5,-2.0,0.6,-6
S=C(Cc1ccccc1)N1CCOCC1,-2.2,.,-6,-1,-9,-2.6,.,-0.2,-10
COCCn1c(SCC(=O)NCc2ccc(OC)c(OC)c2)nc2ccccc21,0.3,3.1,-2,1,-9,0.3,1.3,-0.8,1
CCOC(=O)Cn1c(-c2ccccn2)nc2ccccc21,-1.3,-2.2,-2,35*,1,-0.6,-3.1,-0.5,10
O=C(NC1CCCC1)NS(=O)(=O)c1ccccc1Cl,2.6,-1.2,2,0,1,0.6,-1.0,-0.8,6
COc1ccc(-c2nc(CN3CCC(C(=O)N4CCc5ccccc54)CC3)c(C)o2)cc1OC,0.8,0.3,-7,0,-10,-0.6,3.7,-0.6,0
Fc1ccccc1NC(=S)NN(Cc1ccccc1)c1ccccc1,2.2,.,-2,1,-9,-4.5,.,-0.5,-12
CCCCNC(=O)[C@@H]1CSC2c3ccccc3C(=O)N21 (some centres not stated),0.5,-1.9,2,2,-7,-0.1,-1.7,-5.1,4
Cc1ccc(C(=O)OCC(=O)N2CC(C)CC(C)C2)cc1S(=O)(=O)N1CCOCC1 (configuration not stated),0.3,1.0,-2,1,7,-3.2,0.4,4.6,-6
Cc1c2cnn(-c3ccccc3)c(=O)c2c(C)n1CCCC(=O)N1CCN(C2CCCCC2)CC1,-0.5,0.0,-2,-1,-6,-3.6,0.5,0.6,4
Cc1nc2sc(C(c3ccccc3)N3CC(C)OC(C)C3)c(O)n2n1 (configuration not stated),0.6,-2.5,-7,0,?,-2.4,1.7,-1.1,1
CCOc1ccccc1NC(=O)CCc1nnc2ccc(N3CCC(C)CC3)nn12,-1.2,12,-8,1,-22,-0.2,-3.2,-0.1,-7
CCSc1nnc(NC(=O)C2CCCCC2)s1,1.1,0.0,3,2,0,1.2,-1.7,0.8,5
CSc1ccccc1-c1cnc(NC(C)=O)cn1,.,-0.3,5,6,-5,1.4,.,-0.2,13
COc1ccc(/C=N\NC(=O)c2cccc(Br)c2)c(OC)c1,0.7,.,3,5,-3,-0.5,-1.4,-0.3,1
CCOc1ccc(C(=O)Nc2ccc(NC(=O)c3ccccc3)c(C)c2)cc1[N+](=O)[O-],-1.5,-0.2,-8,-2,6,-2.8,2.1,-3.0,1
COc1ccccc1N1CCC(N2CCN(CC(C)(C)C)C(CCO)C2)CC1 (configuration not stated),-0.7,3.7,1,1,?,-2.5,-0.9,2.9,1
CC(C)(C#N)Nn1cnnc1,-2.1,-1.7,-9,0,0,-0.1,-1.1,-0.1,4
C(=N\n1cnnc1)/c1cccc2ccccc12,-0.6,-0.1,1,-1,-6,-0.2,-1.4,-0.7,19
O=C(CCc1ccccc1)n1nc(-c2ccco2)nc1SCc1ccccc1,0.1,-1.0,-3,2,1,0.8,.,-0.5,-7
CC(C1CC1)N(Cc1ccccc1)C(=O)NC(=O)c1cccc(F)c1 (configuration not stated),0.3,0.3,3,-2,-4,-3.3,2.4,-1.2,2
COc1ccc(CNc2ncnc3ccccc23)cc1,-1.7,-1.4,-2,2,1,-0.4,-1.8,-0.4,2
COc1ccc(-n2c(Cc3cccn3C)nnc2SCC(=O)Nc2cccc(Cl)c2)cc1,1.5,1.9,-5,2,-1,-1.7,-1.8,-0.4,-3
COc1ccc(NC(C)C(=O)Nc2ccc(C#N)cc2)cc1Cl (configuration not stated),0.2,9.1,-2,-1,-5,0.7,-0.6,?,7
CCOC(=O)N1CCN(C(=O)CCN2C(=O)/C(=C\c3cccc(OC)c3)SC2=S)CC1,0.9,3.9,4,-1,-10,-2.7,-1.8,-1.1,-10
CC1NC(=O)NC1CCCCCC(=O)Nc1ccc(F)cc1 (configuration not stated),-0.6,.,-4,-1,5,-3.7,2.9,2.5,5
COCCNC(=O)N1[C@H]2CC[C@@H]1C(C(=O)OC)=C(c1ccc(OC)c(OC)c1)C2,-0.9,0.4,5,-4,2,-3.6,-0.7,0.1,2
O=C(Nc1ccccc1C(=O)O)c1cccc(F)c1,-1.1,-1.0,3,-3,0,-2.2,1.1,0.6,1
COc1ccc(CCCNC(=O)C2CCC(=O)N(CC3CCCCC3)C2)cc1 (configuration not stated),-0.2,-1.0,2,1,-9,-1.2,-0.5,-0.3,5
COc1ccccc1CN1CCCC(C(=O)N(C)Cc2ccccc2)C1 (configuration not stated),-0.7,.,-1,6,2,-3.1,.,-0.2,-2
Clc1nc(-c2ccccc2)cc(-c2ccc(Br)cc2)n1,-0.7,-3.9,-2,1,-3,-0.8,0.1,-1.1,1
COc1ccc(-c2[nH]ncc2CN(C)C(C)c2ccncn2)c(F)c1 (configuration not stated),-1.1,-0.5,-1,4,-6,-1.7,-2.6,-0.4,2
Cn1c(=O)c2nc(SCCO)n(C)c2n(C)c1=O,-1.0,-0.5,-11,-2,-16,-4.5,.,-0.2,-2
O=C1CN(C(=O)c2c(F)cccc2F)C(c2ccc(F)cc2)c2cc(F)ccc2N1 (configuration not stated),0.4,0.8,0,0,-10,-13,1.4,-1.7,-8
COc1ccccc1CC(=O)NCCCc1ccccc1,0.9,-1.8,-6,0,-6,-1.8,-2.3,-0.4,-2
CCN(CC)c1nc2c(C)cccn2c(=O)c1C=C1C(=O)NC(=O)NC1=O,1.5,.,-1,2,3,0.2,-1.9,0.1,3
O=[N+]([O-])c1ccc(-c2csc3[n+]2CCS3)cc1,-0.6,.,-7,-1,3,-1.4,-1.1,-0.6,9
Nc1c(C(=O)N2CCOCC2)sc2nc3c(cc12)CCCC3,0.9,-0.3,2,-3,9,-2.8,0.5,1.6,0
O=C(NCCc1c[nH]c2ccccc12)c1cc2sccc2n1Cc1ccccc1,9.7,-0.5,-1,-5,2,-2.1,2.0,0.4,-5
COC(=O)C1=C(c2ccc3ccccc3c2)C[C@@H]2CC[C@H]1N2C(=O)N1CCOCC1,0.7,-0.2,-6,7,2,-2.1,0.8,-0.2,5
Cc1ccc(C)c(N2CCN(C(c3ccc(N(C)C)cc3)c3nnnn3C(C)(C)C)CC2)c1 (configuration not stated),-0.9,0.0,-3,7,0,0.5,0.2,-0.9,7
CCOc1ccc(OCCCCN2CCCC2)cc1,-1.3,-0.2,-3,2,4,0.7,-2.1,-0.3,15
O=C(CSc1nnc(-c2ccc(F)cc2)o1)Nc1ccc(S(=O)(=O)N2CCCCCC2)cc1,1.0,-3.0,-2,0,-3,0.2,1.5,-1.0,7
Cc1cc(NC(=O)CN(C)CC(=O)Nc2ccc(Cl)c(C(F)(F)F)c2)no1,-0.1,0.9,-6,4,2,.,2.1,2.2,-3
O=C(CSc1nnc(CNC(=O)c2cccs2)o1)c1ccccc1,0.2,0.2,-1,-1,-23,-1.6,1.5,-0.8,4
CCOC(=O)c1ccc(N2C(=O)CC(N3CCC(O)(c4ccc(Br)cc4)CC3)C2=O)cc1 (configuration not stated),0.1,.,-2,0,-10,-3.5,0.3,-0.4,8
CC(=O)c1c(C)[nH]c(C(=O)NNC(=O)c2ccc(C)cc2)c1C,0.2,-1.2,.,-3,.,-2.4,0.3,.,-8
CCOc1ccc(S(=O)(=O)NCCC(=O)Nc2nnc(C)s2)cc1,0.5,-3.2,0,-3,-8,-2.1,-2.2,-1.1,3
C=CCOc1cccc(/C=C\c2nc(O)c([N+](=O)[O-])c(=O)[nH]2)c1,2.3,-1.2,-2,-5,0,-2.9,6.9,0.5,18
COc1cc(NC(=O)c2ccccc2)c(OC)cc1NC(=O)Cc1cccs1,-2.3,.,-8,-4,-3,-0.3,-0.2,-0.5,3
Cc1ncsc1CCC(=O)N1CCCC(Nc2ccc(C(C)C)cc2)C1 (configuration not stated),0.0,-1.3,?,4,?,0.1,1.6,?,-3
c1ccc(COc2cccc(-c3cc4nc(NCCc5ccncc5)ccn4n3)c2)cc1,.,-0.8,-8,16,0,-2.0,.,0.5,14
O=C(N/N=C/C(Br)=C/c1ccccc1)c1cccs1,13,.,-6,-6,-4,-2.9,0.3,-2.0,18

# Bioassay records: PubChem BioAssay, several laboratories
